CYP2C9 inh – blocks human cytochrome P450 2C9. AID 777. CYP2C9 Supersomes, luciferin-H conversion, luminescence. P11712. 96,000 compounds, 20% hits. inhibition, % at 5 µM;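 active means blocking of liver enzyme CYP2C9 beyond about 50% at 5 µM, limit read from the data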; further: values of inactives mirror those of a sister screen read the other way
hDAT+cocaine – modulates human dopamine transporter uptake under cocaine | Q01959 | 110,000 compounds, 1.3% hits | AID 449768 | LLC-PK1 hDAT cells, [14C]-dopamine uptake with cocaine IC80; actives deviate in either direction | B-score at 10 µM;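 active means Z score or B-score, a plate-position-corrected score, falls beyond the plate's 99.7% confidence bounds, in either direction; inactive means both scores lie inside the 99.7% bounds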;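 further: scored against the spread of the other compound wells on the same plate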
Target sequence (Q01959 whole entry, looked up): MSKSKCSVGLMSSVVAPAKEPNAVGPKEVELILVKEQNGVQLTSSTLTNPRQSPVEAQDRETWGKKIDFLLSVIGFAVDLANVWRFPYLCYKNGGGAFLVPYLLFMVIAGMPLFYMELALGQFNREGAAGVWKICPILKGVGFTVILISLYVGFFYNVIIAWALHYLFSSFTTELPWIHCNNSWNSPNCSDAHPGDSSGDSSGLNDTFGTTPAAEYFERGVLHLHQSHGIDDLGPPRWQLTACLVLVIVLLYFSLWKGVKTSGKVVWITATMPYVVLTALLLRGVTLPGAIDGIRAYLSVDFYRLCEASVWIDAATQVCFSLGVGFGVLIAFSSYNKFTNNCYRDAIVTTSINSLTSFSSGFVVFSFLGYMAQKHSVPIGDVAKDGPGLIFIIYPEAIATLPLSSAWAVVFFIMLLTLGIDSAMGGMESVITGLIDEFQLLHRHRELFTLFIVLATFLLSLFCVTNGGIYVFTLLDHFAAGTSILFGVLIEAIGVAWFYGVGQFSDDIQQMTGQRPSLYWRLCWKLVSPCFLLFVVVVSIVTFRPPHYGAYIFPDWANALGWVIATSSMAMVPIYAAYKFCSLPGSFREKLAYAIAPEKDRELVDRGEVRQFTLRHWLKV
CYP2C9 activ – activators of human CYP2C9. activation factor at 5 µM. AID 1024. recombinant CYP2C9, luciferin-H conversion, luminescence; hits give high values; factor 1 = untreated enzyme, 0 = blocked. 96,000 compounds, 1.4% hits. P11712;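 active means activation factor of 2 or more for CYP2C9 at a 5 µM dose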;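 further: 0 = sulfaphenazole-blocked wells and 1 = vehicle-only wells; values of inactives mirror those of a sister screen read the other way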
Calb biofilm kill – kills Candida albicans biofilms | C. albicans biofilm + clotrimazole, Alamar Blue | 85,000 compounds, 0.14% hits | inhibition, % at 6 µM;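 active means inhibition above 20%; inactive means inhibition below 20%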;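 further: preformed 24 hr biofilms exposed to compound for 48 hr; 0% = biofilm without compound and 100% = blank killed by clotrimazole plus chlorhexidine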
CYP2C19 inh – human CYP2C19 inhibition | P33261 | CYP2C19 Supersomes, luciferin-H EGE luminescence, 30 min | inhibition, % at 5 µM | 96,000 compounds, 21% hits;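 active means CYP2C19 inhibition above a set limit at 5 µM in the primary screen, cut at about 50% in these data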;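 further: plate controls were negative control wells for no effect and 2.5 mM tranylcypromine positive control for full effect; values of inactives mirror those of a sister screen read the other way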
Target sequence (P33261 whole entry, looked up): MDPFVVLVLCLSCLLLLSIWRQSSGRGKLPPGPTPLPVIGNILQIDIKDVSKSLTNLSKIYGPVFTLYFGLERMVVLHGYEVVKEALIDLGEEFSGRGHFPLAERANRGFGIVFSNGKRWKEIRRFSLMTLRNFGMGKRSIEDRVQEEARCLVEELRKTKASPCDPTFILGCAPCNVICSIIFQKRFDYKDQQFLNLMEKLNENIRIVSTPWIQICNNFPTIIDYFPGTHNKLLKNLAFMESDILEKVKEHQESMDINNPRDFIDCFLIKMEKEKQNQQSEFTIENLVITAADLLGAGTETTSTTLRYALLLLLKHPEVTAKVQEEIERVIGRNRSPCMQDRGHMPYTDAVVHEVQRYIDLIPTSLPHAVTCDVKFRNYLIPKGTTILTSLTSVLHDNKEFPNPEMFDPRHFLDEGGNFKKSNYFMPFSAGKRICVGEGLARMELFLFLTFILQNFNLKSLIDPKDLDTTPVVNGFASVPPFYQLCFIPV
CYP2C19 act – activators of human cytochrome P450 2C19. recombinant CYP2C19, luciferin-H EGE luminescence; hits give high values; 0 = fully inhibited enzyme, 1 = untreated enzyme. P33261. 96,000 tested, under 10 active. AID 1025. activation factor at 5 µM;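 active means activation factor of at least 2 at 5 µM in the primary screen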;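 further: 0 = wells with 2.5 mM tranylcypromine and 1 = vehicle-only wells; values of inactives mirror those of a sister screen read the other way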
VCAM1 TNFa inh – reduces TNF alpha induced VCAM1 expression in HUVEC; HUVEC TNFa-induced VCAM-1 immunofluorescence, high-content imaging; inhibition, % at 2 µM; 95,000 compounds, 0.48% hits;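 active means inhibition above the batch mean plus 3 SD, with images confirmed as a hit by eye, cut at about 37% in these data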;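 further: 0% = TNF-stimulated DMSO wells and 100% = unstimulated control wells; not every result past the cut was called active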
TNFa cytotox – HUVEC cytotoxicity counter-screen, TNF alpha stimulated; 93,000 compounds, 0.17% hits; HUVEC TNFalpha-stimulated, Hoechst cell count, imaging; cell count reduction, % at 2 µM;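 active means cell count reduction exceeding the screen mean by over 5 SD, scaled to untreated wells per plate, cut at about 78% in these data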;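 further: cells counted after 24 h of TNF alpha exposure following the 1 h pretreatment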
IL1B cytotox – toxic to HUVEC cells under IL-1B stimulation; cell count reduction, % at 2 µM; HUVEC cell count loss, Hoechst imaging, IL-1B stimulated; 94,000 compounds, 0.41% hits;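 active means cell count reduction more than 3 SD above the screen-wide mean, cut at about 70% in these data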;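 further: normalized per plate to untreated control cells as the no-loss baseline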
An asterisk follows results filed as active; . = no result given.

SMILES	CYP2C9 inh	hDAT+cocaine	CYP2C9 activ	Calb biofilm kill	CYP2C19 inh	CYP2C19 act	VCAM1 TNFa inh	TNFa cytotox	IL1B cytotox
CCCOc1ccc(/C=C/C(=O)Nc2ccc([N+](=O)[O-])cc2C)cc1	16	0.61	0.8	.	4	1	17	9	8
CCCCn1c(CN(C)Cc2ccccc2)nc2c1c(=O)n(C)c(=O)n2C	98*	0.12	0	7	55*	0.4	-4	10	10
CCOc1ccc(-n2c(Cc3cc(=O)[nH]c(=O)[nH]3)nnc2SCC(N)=O)cc1	17	0.93	0.8	0	12	0.9	0	-20	0
Cc1cc(=O)oc(C)c1C(=O)NCc1ccc(F)cc1	52*	-0.29	0.5	2	34	0.7	-15	-17	-70
c1cncc(-c2noc(C34CC5CC(CC(C5)C3)C4)n2)c1	37	-0.058	0.6	7	83*	0.2	-1	2	-23
O=C(Nc1cc(Cl)ccc1Cl)c1ccc(OC(=O)c2ccco2)cc1	-51	-0.9	1.5	5	-8	1.1	20	-30	-46
COc1ccc(C)cc1N(CC(=O)O)S(=O)(=O)c1ccc(C)cc1	1	0.84	1	2	8	0.9	-10	14	-35
O=C(Nc1ccccc1)c1ccc(S(=O)(=O)N2CCCC2)cc1	34	0.066	0.7	2	1	1	.	.	.
O=C(NCCc1ccccn1)c1cccc(S(=O)(=O)N2CCCCCC2)c1	5	-0.38	0.9	8	5	0.9	-9	3	-81
COc1ccc2c(=O)c3c(=O)n(Cc4ccco4)c(-c4ccc(C)cc4)nc3oc2c1	40	0.014	0.6	3	44	0.6	-11	-4	-14
CCOC(=O)C1CCN(S(=O)(=O)c2cnc[nH]2)CC1	98*	0.52	0	0	58*	0.4	.	.	.
Cc1ccc2cc(COC(=O)C3CCCO3)c(=O)[nH]c2c1 (stereo unspecified)	4	0.2	1	.	0	1	-21	6	-2
CCCC(=O)Nc1ccc2c(c1)nc(CCNC(=O)c1ccccc1)n2C	46	-0.34	0.5	3	32	0.7	14	16	10
O=C(N1CCOCC1)N1CCN(c2nc(-c3ccccc3)cs2)CC1	-8	1.1	1.1	2	-5	1	26	-10	-1
Cc1ccc(S(=O)(=O)n2cnc3cc([N+](=O)[O-])ccc32)cc1C	-7	-0.82	1.1	.	-5	1.1	-16	-26	-24
O=C(Nc1cccc(-c2nc3ncccc3o2)c1)c1sc2ccccc2c1Cl	42	-0.1	0.6	.	5	0.9	-1	4	-13
CCCOc1ccc(-c2nnc(N)s2)cc1	12	1.2	0.9	10	37	0.6	-10	-14	8
CC12CC3(C)CC(C)(C1)CC(C(=O)Nc1nn[nH]n1)(C2)C3	15	-0.93	0.9	-8	54*	0.5	1	12	11
CC(C)NC(=O)c1onc(CSc2ccc(C(C)C)cc2)c1C(=O)O	91*	-0.26	0.1	.	23	0.8	3	-47	8
Cc1nnsc1Sc1cccc(C(F)(F)F)c1	-8	-0.043	1.1	.	-7	1.1	8	-35	-6
COC(=O)[C@H](CCSC)NC(=O)Nc1ccc(C(C)=O)cc1	-12	0.97	1.1	0	-4	1	10	-12	8
CCCCCC(=O)N/N=C(\C)c1ccccn1	9	0.23	0.9	.	57*	0.4	0	-36	10
COc1ccc(N2CCN(C(=O)CCCn3c(=S)[nH]c4cc5c(cc4c3=O)OCO5)CC2)cc1	74*	0.48	0.3	4	-4	1	-12	-7	5
c1ccc2nc(N3CCOCC3)c(N3CCOCC3)nc2c1	16	-0.017	0.8	-2	15	0.9	-6	-23	-4
CSc1ccccc1NC(=O)c1c(C)noc1C	-4	-0.36	1	7	10	0.9	-17	-15	-28
COc1cc(CN2CCN(c3cccc(Cl)c3)CC2)cc(OC)c1OC	.	2.5	.	1	.	.	-3	-35	4
Cc1cccc(C(=O)N2CCN(c3ncnc4c3cnn4-c3ccccc3)CC2)c1	.	-0.053	.	4	.	.	-1	-7	0
ONC(=Nc1ccc(Cl)cc1)c1ccc(Cl)cc1	55*	-0.54	0.4	.	71*	0.3	.	.	.
O=C(CCCC(=O)N(CC(=O)NC1CCCCC1)Cc1ccccc1)Nc1ccccn1	10	1.1	0.9	3	30	0.7	-2	2	24
COC(=O)c1c(N)sc(C(=O)N2CCOCC2)c1C	-20	-0.56	1.2	10	14	0.9	7	-2	-69
COc1cccc2[nH]c3c(N4CCCCC4)ncnc3c12	24	-0.013	0.8	8	26	0.7	8	-14	6
Cn1c(CNC(=O)Cc2ccc3c(c2)OCO3)nnc1SCc1ccccc1	-16	0.65	1.2	-3	21	0.8	-3	-4	7
CC(C)C(=O)NC(c1ccccc1Cl)c1c(O)ccc2ccccc12 (stereo unspecified)	12	1.9	0.9	.	22	0.8	10	-32	37
Cc1cc(=O)[nH]c(=S)n1-c1ccccc1	2	-0.98	1	5	13	0.9	-6	-6	23
CCCCCc1ccc(CC(=O)O)cc1	4	.	1	7	-1	1	2	26	10
CCn1c(Cc2c(C)[nH]c3ccccc23)nnc1SCC(=O)NCc1ccccc1	-36	0.075	1.4	4	29	0.7	19	6	9
CC/C(=N\NC(=O)CSCc1ccccc1Br)c1ccc2c(c1)OCCO2	-1	.	1	.	-11	1.1	-16	10	-6
Cc1ccccc1Nc1nc(N)nc(CSc2nc3ccccc3c(=O)n2C)n1	82*	-0.45	0.2	2	68*	0.3	-3	6	10
CCN(C(=O)CN1CCCc2ccccc21)c1c(N)n(Cc2ccccc2)c(=O)[nH]c1=O	-22	.	1.2	7	18	0.8	.	.	.
Cn1c(CCNC(=O)c2cccs2)nnc1SCC(=O)N1CCN(c2ccccc2)CC1	4	0.18	1	6	11	0.9	41	7	7
CC1=C(C#N)C(c2cccnc2)C2=C(CC(C)(C)CC2=O)N1 (stereo unspecified)	29	-0.47	0.7	7	24	0.8	.	.	.
Cc1cc(O)ccc1-c1cnc2ccccc2n1	-7	0.79	1.1	5	61*	0.4	5	-22	-224
CCC1Nc2ccccc2-c2nnc(SC)nc2O1 (stereo unspecified)	16	-0.072	0.8	4	4	1	-8	-32	5
CCOC(=O)C(O)(CCC(O)(C(=O)OCC)C(=O)OCC)C(=O)OCC	-4	-0.77	1	3	19	0.8	3	-31	4
CCCCn1c(SCC(=O)N2CCCCC2)nc2cc(S(N)(=O)=O)ccc21	24	-1.5	0.8	10	9	0.9	5	-14	5
CCOc1cc(N2CCOCC2)c(OCC)cc1NC(=O)Cc1cn2ccsc2n1	30	0.1	0.7	6	19	0.8	-4	-13	-14
CCOC(=O)c1sc(NC(=O)CCSC)nc1C	42	0.37	0.6	11	16	0.8	11	-17	4
Cc1ccc(/C(O)=C2\C(=O)C(=O)N(CC(C)O)C2c2ccc(N(C)C)cc2)cc1 (stereo unspecified)	-6	-2.2	1.1	5	18	0.8	-31	-29	-11
Cc1csc(SCC(=O)Nc2cc(S(=O)(=O)N3CCCC3)ccc2Cl)n1	54*	-0.38	0.5	6	31	0.7	6	-5	-10
COc1ccc(-c2nnc(SCC(=O)NC(C)c3ccccc3)o2)cc1OC (stereo unspecified)	-10	1	1.1	6	62*	0.4	24	-2	-50
COC(=O)c1nnn(-c2nonc2N)c1CN1CCc2ccccc21	72*	-0.61	0.3	7	96*	0	15	-26	-27
Cc1nnc(NC(=O)COc2ccc3c(C)cc(=O)oc3c2)s1	73*	.	0.3	.	27	0.7	-25	0	12
Cc1onc(-c2ccccc2)c1C(=O)NCc1ccccn1	8	1.5	0.9	9	27	0.7	1	6	-27
O=C1C=C(c2ccccc2)C(=O)N1Nc1ccccc1	28	-1.3	0.7	5	17	0.8	6	-10	5
O=C(c1ccco1)N1C2C=CC(C2)C1(C(F)(F)F)C(F)(F)F (stereo unspecified)	10	.	0.9	2	22	0.8	.	.	-14
Nn1c(SCc2csc(-c3ccccc3)n2)nnc1-c1cccs1	-3	0.0096	1	-1	11	0.9	19	-15	-9
COC(=O)C1C(=O)C2=C(CC1C)NC(C)=C(C(=O)OC1CCCCC1)C2c1ccc(N(C)C)cc1 (stereo unspecified)	.	0.28	.	6	.	.	11	-3	26
COc1cccc(-n2ccnc2SCC(=O)Nc2nccs2)c1	45	0.4	0.5	11	59*	0.4	6	-38	-6
CCOc1ccccc1C(=O)n1nc(C)cc1C	4	0.2	1	4	6	0.9	3	-4	35
Cc1cc(C)cc(CC(Cc2nc3ccccc3[nH]2)c2nc3ccccc3[nH]2)c1 (stereo unspecified)	77*	1.1	0.2	.	97*	0	-5	-17	-32

The closing 4 records of the part before open the next one:
SMILES	CYP2C9 inh	hDAT+cocaine	CYP2C9 activ	Calb biofilm kill	CYP2C19 inh	CYP2C19 act	VCAM1 TNFa inh	TNFa cytotox	IL1B cytotox
COC(=O)C1C(=O)C2=C(CC1C)NC(C)=C(C(=O)OC1CCCCC1)C2c1ccc(N(C)C)cc1 (stereo unspecified)	.	0.28	.	6	.	.	11	-3	26
COc1cccc(-n2ccnc2SCC(=O)Nc2nccs2)c1	45	0.4	0.5	11	59*	0.4	6	-38	-6
CCOc1ccccc1C(=O)n1nc(C)cc1C	4	0.2	1	4	6	0.9	3	-4	35
Cc1cc(C)cc(CC(Cc2nc3ccccc3[nH]2)c2nc3ccccc3[nH]2)c1 (stereo unspecified)	77*	1.1	0.2	.	97*	0	-5	-17	-32
COc1ccc(-c2cc(C(F)(F)F)nc(N3CCCCCC3)n2)cc1	11	0.67	0.9	.	0	1	-23	-37	15
Cc1ccc(S(=O)(=O)c2c(COC(=O)c3ccccc3Cl)c(-c3ccccc3)nn2C)cc1	70*	1.5	0.3	4	50*	0.5	23	-23	0
Cc1ccccc1NC(=O)C1C2CCC(O2)C1C(=O)O (stereo unspecified)	.	1.1	.	4	.	.	17	-3	-102
Nc1nnc(SCC(=O)NCc2ccc3c(c2)OCO3)s1	10	-0.56	0.9	.	47	0.5	93*	-25	0
Cc1noc(C)c1S(=O)(=O)N1CCC(C(=O)NCCC2=CCCCC2)CC1	6	-0.53	0.9	3	0	1	5	-19	0
Cc1cc(N2CCN(c3ccccn3)CC2)n2cc(-c3ccccc3)nc2n1	41	1.5	0.6	.	16	0.8	6	-12	0
CCCCCn1c(SCCN2CCOCC2)nc2c1c(=O)[nH]c(=O)n2C	35	0.75	0.7	9	-4	1	4	-27	0
CC(C)C1Cc2c(sc3c2c(=O)n(-c2ccccc2)c2nncn32)CO1 (stereo unspecified)	.	.	.	5	.	.	9	-28	8
Cc1cn(C2CC3OCC3O2)c(=O)[nH]c1=O (stereo unspecified)	3	-0.07	1	2	-1	1	4	5	13
CCOC(=O)N1CCC(N2C(=O)c3ccccc3C2Nc2cc(C(=O)OC)cc(C(=O)OC)c2)CC1 (stereo unspecified)	66*	1.1	0.3	9	73*	0.3	-5	-5	10
Cc1ccc(C(=O)Oc2ccccc2N2C(=O)C3CCCCC3C2=O)cc1 (stereo unspecified)	34	.	0.7	.	8	0.9	-20	7	11
C/C(CC(=O)Nc1ccccc1[N+](=O)[O-])=N\NC(=O)COc1ccccc1C	-1	0.95	1	.	26	0.7	3	-12	-1
Cc1cccc(-n2c(Cc3ccccc3)nnc2SCC(=O)N2CCOCC2)c1	-7	-0.014	1.1	-1	-12	1.1	4	20	0
O=C(c1ccc2c(c1)OCO2)N(c1ccc(F)cc1)C1C=CS(=O)(=O)C1 (stereo unspecified)	1	-0.21	1	4	12	0.9	9	-20	14
O=S(=O)(c1ccccc1)c1nc(-c2cccs2)oc1NCC1CCCO1 (stereo unspecified)	-2	0.18	1	4	12	0.9	14	-16	-118
CCn1c2ccccc2c2nnc(SCc3cc(=O)n4ccsc4n3)nc21	65*	.	0.3	2	87*	0.1	.	.	.

Not a hit list. About 29% of those tested had a hit in this group.
